FXN GAA850 act = frataxin GAA850 promoter activation | 360,000 compounds, 0.56% hits | activation, % at 6 µM | AID 540364 | HEK293 lucGAA850 FXN promoter luciferase reporter, 24 h; percent of 10 µM SAHA response;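 active means activation above the average of all compounds screened plus 3 SD, cutoff fixed separately per campaign, cut at about 7.5% in these data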;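 further: 0% = DMSO wells and 100% = 10 µM SAHA wells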
HGIII-sPLA2 inh = Inhibits HGIII-sPLA2 liposome hydrolysis, primary screen. Q9NZ20. AID 743126. inhibition, % at 12.2 µM. QFRET BODIPY PC-A2 liposome hydrolysis, fluorescence. 370,000 compounds, 0.56% hits;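 active means inhibition above mean plus 3 SD of compounds lying within the high and low control bounds, cut at about 19% in these data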;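 further: 0% = median of test compound wells and 100% = no enzyme DMSO wells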
Target sequence (Q9NZ20 whole entry, looked up): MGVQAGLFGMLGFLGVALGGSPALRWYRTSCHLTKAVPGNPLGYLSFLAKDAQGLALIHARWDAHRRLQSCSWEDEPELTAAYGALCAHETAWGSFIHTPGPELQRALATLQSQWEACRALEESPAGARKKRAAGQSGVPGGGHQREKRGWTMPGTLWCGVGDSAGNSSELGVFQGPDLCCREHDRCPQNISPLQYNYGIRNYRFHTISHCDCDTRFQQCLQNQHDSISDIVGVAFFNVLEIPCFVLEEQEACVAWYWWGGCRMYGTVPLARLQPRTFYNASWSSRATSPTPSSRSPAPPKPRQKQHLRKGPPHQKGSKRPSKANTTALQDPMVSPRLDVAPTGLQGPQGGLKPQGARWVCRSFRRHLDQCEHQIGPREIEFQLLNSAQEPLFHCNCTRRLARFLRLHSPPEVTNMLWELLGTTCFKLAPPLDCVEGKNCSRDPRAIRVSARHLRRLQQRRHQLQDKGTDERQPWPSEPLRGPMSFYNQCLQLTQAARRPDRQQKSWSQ
PLC-beta3 inh = PLC-beta3 (human) inhibition, primary screen; 370,000 compounds, 0.18% hits; Q01970; Purified PLC-beta3, fluorogenic substrate, fluorescence; inhibition, % at 12.2 µM; in the data active means inhibition above about 11%;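 further: 0% = median of compound wells on plate and 100% = full blocker control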
ssDAF12 agonist = S. stercoralis DAF-12 activation, primary screen. HEK293 ssDAF-12/GRIP1 lit1-tk-luc reporter, luminescence; % of 3 µM dafachronic acid response. activation, % at 6.8 µM. 370,000 compounds, 1% hits. AID 652126;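 active means activation above the mean over all tested compounds plus 3 SD, cut at about 0.9% in these data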;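 further: 0% = DMSO-only wells and 100% = 3 µM delta7-dafachronic acid wells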
hcDAF12 agonist = activates DAF-12 receptor from parasite H. contortus. AID 652067. activation, % at 6.8 µM. HEK293 hcDAF-12 lit1-tk-luc reporter, luminescence; 0% DMSO, 100% Δ7-dafachronic acid. 370,000 compounds, 1.4% hits;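 active means activation above the mean of all tested compounds plus 3 SD, cut at about 5.5% in these data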;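 further: 100% = response to 3 µM Δ7-dafachronic acid high control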
PG9 Ab binder = PG9 antibody binding by small molecule; TR-FRET gp120-PG9 antibody binding; inhibition, % at 6.7 µM; 360,000 compounds, 0.43% hits; AID 624416; in the data active means inhibition above about 8.5%
DAX1 inh-1 = DAX1 (NR0B1) inhibition, primary screen; HEK293T StAR-luciferase reporter, SF-1/DAX-1 repression relief; inhibition, % at 6.8 µM; 370,000 compounds, 1.1% hits; AID 652010;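 active means inhibition above the mean over all tested compounds plus 3 SD, cut at about 3.6% in these data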;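 further: 0% = DAX-1 cells with DMSO and 100% = cells lacking DAX-1 with DMSO; higher inhibition means more luminescence from relief of DAX-1 repression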
DAX1 inh-2 = inhibits human nuclear receptor DAX1; AID 504766; 340,000 compounds, 0.99% hits; P51843; inhibition, % at 6.75 µM; HEK293 Gal4-DAX1 luciferase reporter, luminescence;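 active means inhibition above the mean over all tested compounds plus 3 SD, cut at about 4.2% in these data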;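 further: 0% = DAX1-transfected cells with DMSO and 100% = empty-vector control cells with DMSO; inhibition shows as a rise in luminescence from relieved DAX1 repression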
Rev-erbA mod = modulates human Rev-erb alpha binding to DNA. activity, % at 10 µM. Rev-erbα–FITC-DNA binding, fluorescence polarization, 90 min. 370,000 compounds, 0.79% hits. P20393;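 active means activity above about 14%, limit read from the data; passing the limit was not always enough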;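 further: 0% = DMSO wells with 35 nM protein and 100% = DMSO wells with 750 nM protein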
Target sequence (P20393 whole entry, looked up): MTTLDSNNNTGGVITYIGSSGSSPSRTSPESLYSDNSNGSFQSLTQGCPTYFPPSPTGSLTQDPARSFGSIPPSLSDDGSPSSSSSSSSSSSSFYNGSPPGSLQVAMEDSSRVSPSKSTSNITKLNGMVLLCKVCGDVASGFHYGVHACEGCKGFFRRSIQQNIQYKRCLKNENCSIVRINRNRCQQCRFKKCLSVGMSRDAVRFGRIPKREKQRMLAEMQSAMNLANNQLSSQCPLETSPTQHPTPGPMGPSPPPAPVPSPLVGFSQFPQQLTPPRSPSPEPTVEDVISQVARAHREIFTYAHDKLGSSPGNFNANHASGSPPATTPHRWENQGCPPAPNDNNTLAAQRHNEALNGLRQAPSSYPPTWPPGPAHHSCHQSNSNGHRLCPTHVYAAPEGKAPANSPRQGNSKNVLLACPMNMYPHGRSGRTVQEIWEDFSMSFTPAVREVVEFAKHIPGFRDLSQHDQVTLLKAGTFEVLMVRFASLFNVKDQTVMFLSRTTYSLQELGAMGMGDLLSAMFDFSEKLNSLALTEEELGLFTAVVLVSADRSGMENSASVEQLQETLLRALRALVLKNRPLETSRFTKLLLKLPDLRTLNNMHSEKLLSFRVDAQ
hgDAF-12 ag = hgDAF-12 agonism, primary luciferase screen | HEK293 GAL4-hgDAF12 UAS-luciferase reporter, agonist luminescence; normalized to butyrate control | 370,000 compounds, 1.8% hits | activation, % at 6.8 µM | AID 687014;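 active means activation above a cutoff set at the mean of all screened compounds plus 3 SD, cut at about 10% in these data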;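 further: 0% = DMSO wells and 100% = sodium butyrate wells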
SMARCA2 activ = activators of SMARCA2 function. 370,000 compounds, 1% hits. AID 652017. MG213 cells, MMTV-luciferase reporter, dexamethasone, overnight. activation, % at 9.1 µM; in the data active means activation above about 7.8%;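 further: 0% = vehicle wells and 100% = reference activator wells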
An asterisk follows results filed as active; . = no result given; & = joins results of further samples.

SMILES	SMARCA2 activ	DAX1 inh-1	ssDAF12 agonist	FXN GAA850 act	Rev-erbA mod	HGIII-sPLA2 inh	DAX1 inh-2	hcDAF12 agonist	PG9 Ab binder	PLC-beta3 inh	hgDAF-12 ag
COc1ccc(NC(=O)C2CCCC2)cc1	5.2	0.5	-1.1	2.5	-2.3	0.0	0.9	0.9	-4.2	3.0	4.5
COc1ccc2[nH]cc(CCNC(=O)CC[C@H]3O[C@@H](n4cc(C)c(=O)[nH]c4=O)C[C@@H]3O)c2c1	-4.9	0.5	-0.9	0.1	6.9	5.6	0.5	-0.1	-1.5	-1.1	-1.6
NC(=O)CC(NC(=O)Cc1cccc2ccccc12)c1ccc(NC2CCCCCCC2)c([N+](=O)[O-])c1 (stereo unspecified)	-1.1	0.5	-1.4	2.2	6.7	3.0	1.8	-0.8	-1.7	-0.5	-0.5
S=C(c1cccs1)N1CCN(c2ccccc2)CC1	0.2	-0.2	-1.5	1.8	-5.6	10.5	5.7*	1.8	0.7	-0.2	-0.6
COc1cc2c(cc1OC)C(c1cccs1)N(C(=O)c1ccc(S(=O)(=O)N(C)C)cc1)CC2 (stereo unspecified)	-0.2	0.2	-1.3	-0.4	1.7	-3.3	1.5	0.2	-1.1	-15.9	0.3
O=C1c2c(O)cccc2Cc2cccc(O)c21	2.1	-0.1	-0.9	-0.7	-13.8&-41.4&-40.8	-1.7	2.4	-1.3	-3.0	6.1	1.0
Cc1cnc(C(=O)N(c2ccc(N3CCOCC3)cc2)C2C(=O)Nc3ccccc3N=C2c2ccc(F)cc2)cn1 (stereo unspecified)	0.3	0.5	-1.5	.	2.4	-6.1	.	1.3	-0.5	-1.9	1.1
COC(=O)[C@]12C[C@H](CC(=O)N3CCCC3)C(=O)N(Cc3ccco3)C1=C[C@H](COCc1ccccc1)O[C@@H]2C	-2.8	-1.4	-1.1	.	-12.0	4.0	.	-0.4	.	-0.4	1.1
Oc1ccc(-c2nnc(SCc3ccccc3)o2)cc1	3.7	1.2	-0.9	1.5	3.0	-29.8	2.3	5.0	2.3	-6.5	10.7*
O=C(CCc1nc2ccccc2c(=O)[nH]1)NCCN1C(=O)S/C(=C\c2ccc(Cl)cc2Cl)C1=O	-1.6	0.0	-0.1	1.6	-0.5	13.9	2.6	-0.6	1.1	-16.2	0.5
Cc1c(Br)cccc1NC(=O)C1(C)CCN1Cc1ccccc1OC(F)F (stereo unspecified)	-6.7	-0.9	0.1	-0.1	-5.1	0.2	.	-1.2	-1.9	4.1	-4.8
Cc1ccc(NC(=O)C2CCCN(c3ncnc4c3nc3n4CCCCC3)C2)nc1 (stereo unspecified)	-2.2	-0.5	-1.4	-0.7	1.7	1.1	-0.7	-3.6	0.8	-7.0	-0.5
CCOC(=O)C1CCN(C(C(=O)Nc2ccc3c(c2)OCCO3)c2ccccc2)CC1 (stereo unspecified)	-1.7	0.4	-1.4	-0.3	0.8	-14.1	2.5	-0.8	-1.2	2.0	1.5
COc1ccc(N2CCN(C(CNC(=O)C(=O)NCCCO)c3ccco3)CC2)cc1 (stereo unspecified)	0.6	-0.7	-1.3	-1.4	2.7	7.3	0.6	1.1	-2.2	-2.3	-0.4
O=C1CC(N2CCOCC2)C(=O)N1c1cccc(Cl)c1 (stereo unspecified)	-0.8	-0.4	-0.9	0.5	-3.2	4.6	1.0	-2.2	-0.8	4.5	0.2
CCN(CC(=O)Nc1cccc(S(=O)(=O)N2CCOCC2)c1)Cc1ccccc1	-1.7	-0.7	0.0	-2.5	0.9	-1.6	0.1	-2.0	-0.1	-5.2	-2.6
CN1CCc2ccccc2C1C1CCNCC1 (stereo unspecified)	0.2	0.5	-1.3	-2.3	1.1	5.8	0.7	-1.0	-2.3	0.5	-0.4
COc1ccc(OC)c(NC(=O)C2CCN(C(=O)C3CC(=O)N(c4ccc(C)cc4)C3)CC2)c1 (stereo unspecified)	-0.1	-0.2	-1.1	-2.5	-1.5	-4.5	1.5	-1.0	0.5	-5.5	-2.0
CCCOc1ccc(C(=O)N2CCC(Oc3cccnc3)CC2)cc1	0.1	-1.1	-1.7	.	-2.2	-3.3	.	-1.1	.	4.5	-1.8
N=C(N)SCc1ccc(Cl)c2ccccc12	-4.7	-2.3	-1.3	0.9	-1.0	44.8*	-0.2	0.9	0.4	-6.2	-2.6
Cc1nn(CCc2nc(-c3ccco3)cs2)c2[nH]c(=O)cc(C(F)(F)F)c12	-3.3	-0.1	-1.1	3.7	-10.2	-10.9	-0.3	-0.5	0.6	-7.2	-2.1
CN(c1ccccc1)S(=O)(=O)c1ccc(C(=O)NCC(c2ccco2)N2CCCCC2)cc1 (stereo unspecified)	-2.7	0.9	-1.8	-2.6	1.9	-11.9	-0.2	-0.1	-0.6	1.9	-2.1
CCN(C(=O)COC(=O)c1cccnc1Nc1ccccc1F)C1CCS(=O)(=O)C1 (stereo unspecified)	-1.5	0.8	-1.1	3.3	-3.6	0.3	-1.4	0.6	-0.2	3.8	1.7
COc1ccc(OC)c(NC=C2C(=O)OC(C)(C)OC2=O)c1	1.2	-0.3	-1.2	1.1	1.1	3.7	0.9	-0.8	-0.8	-13.5	2.0
C=CCOc1ccc2c(c1)c(S(=O)(=O)c1ccc(C)cc1)cn2COC	-2.4	-1.0	-0.8	-1.3	-3.4	-23.3	-1.1	-2.2	1.6	-2.3	2.1
CCOc1ccc(S(=O)(=O)N2CCOCC2)cc1NC(=O)Cc1c(F)cccc1Cl	-1.3	-1.0	-1.0	2.6	5.1	9.9	-2.4	-2.9	2.9	-1.8	0.1
Cc1ccc(NCCC(=O)c2cccc([N+](=O)[O-])c2)cc1	9.4*	-0.1	-0.8	-0.7	-1.8	6.5	-0.5	0.6	-3.6	2.3	3.6
CC1CCN(S(=O)(=O)N2CCC(C(=O)NCCN3CCOCC3)CC2)CC1	-2.2	1.6	-1.1	0.8	1.8	4.9	1.0	0.1	-3.1	1.4	1.9
Cc1ccc(C(C)C)c(OCCn2c(=O)oc3ccccc32)c1	0.5	-0.8	-1.8	1.7	17.6	1.9	1.8	-1.7	0.5	5.6	-1.5
O=C1C=CC(=O)N1CCCCCCCCCCN1C(=O)C=CC1=O	2.6	-0.6	-1.5	-4.3	0.3	-6.1	-2.8	0.8	-0.2	-9.1	0.0
Cc1ccc(C)c(S(=O)(=O)C(C#N)c2nc3ccccc3nc2N2CC(C)OC(C)C2)c1 (stereo unspecified)	-1.9	0.2	-0.8	-3.5	-0.5	-19.4	-1.9	-0.8	-2.6	-96.1	-1.2
CC1C=CCC2C(=O)N(c3cccc(C(=O)N4CCN(c5ccc(F)cc5)CC4)c3)C(=O)C12 (stereo unspecified)	-2.1	-0.5	-1.8	3.2	-2.8	-5.4	-1.2	-2.6	-2.6	-4.6	1.0
CCOc1ccc(C(=O)NCC(c2cccs2)N(C)C)cc1OCC (stereo unspecified)	-2.2	0.1	-0.9	2.2	0.8	4.2	-1.1	-0.2	-0.8	4.1	1.2
COc1cc(C2C3=C(CCCC3=O)Nc3c2c(C)nn3-c2cccc(C)c2)cc(OC)c1O (stereo unspecified)	2.5	0.1	-0.7	0.6	1.1	-14.8	0.6	-0.5	-1.9	-23.6	-0.8
CC1(c2ccc(Cl)cc2)NC(=O)N(CC(=O)NCc2ccc(F)cc2)C1=O (stereo unspecified)	-2.9	-0.4	-0.8	2.4	-1.2	1.4	-0.3	-0.1	-0.7	-4.3	-0.6
CCOc1ccc(N(C(C)C(=O)N2CCCCCC2)S(C)(=O)=O)cc1 (stereo unspecified)	-1.7	0.0	1.5*	-1.9	3.4	-6.2	3.8	-2.0	-0.1	-5.8	-3.3
CC1CCCCN1C(=O)CSc1nc(N)nc(N)n1 (stereo unspecified)	-1.7	0.7	-0.8	0.2	4.7	5.1	1.9	-1.6	2.0	-6.2	-0.8
CN1C(=O)/C(=C2\SC(N3CCCCCC3)=NC2=O)c2ccccc21	4.4	0.4	-0.1	7.3	-2.6	6.4	1.5	2.2	-10.3	-1.6	5.9
Cn1c(=O)c2cc(NC(=O)CCc3ccccc3)ccc2n1Cc1cccc(C(F)(F)F)c1	-4.8	-1.1	-2.0	-0.4	-2.6	-11.2	.	-1.9	-1.2	-271.5	-3.9
CSc1nc(Oc2ccc(F)cc2)c2ccccc2n1	0.6	0.2	-1.4	2.1	7.5	7.3	0.1	0.2	-0.3	-0.5	4.2

Entries of single compounds from above. Screens in order: SMARCA2 activ | DAX1 inh-1 | ssDAF12 agonist | FXN GAA850 act | Rev-erbA mod | HGIII-sPLA2 inh | DAX1 inh-2 | hcDAF12 agonist | PG9 Ab binder | PLC-beta3 inh | hgDAF-12 ag
Results for CSc1nc(Oc2ccc(F)cc2)c2ccccc2n1 = 0.6 | 0.2 | -1.4 | 2.1 | 7.5 | 7.3 | 0.1 | 0.2 | -0.3 | -0.5 | 4.2
Results for CC1CCCCN1C(=O)CSc1nc(N)nc(N)n1 (stereo unspecified) = -1.7 | 0.7 | -0.8 | 0.2 | 4.7 | 5.1 | 1.9 | -1.6 | 2.0 | -6.2 | -0.8

Next section
SMILES	SMARCA2 activ	DAX1 inh-1	ssDAF12 agonist	FXN GAA850 act	Rev-erbA mod	HGIII-sPLA2 inh	DAX1 inh-2	hcDAF12 agonist	PG9 Ab binder	PLC-beta3 inh	hgDAF-12 ag
Cc1cccc(N2CCN(C(=O)c3nn(C)c4c3CS(=O)(=O)c3ccccc3-4)CC2C)c1 (stereo unspecified)	-2.1	1.3	-0.9	3.5	7.7	8.2	0.2	0.0	1.3	-8.2	-0.9
CCn1cnc2c1c(=O)n(CC(=O)NCC(F)(F)F)c(=O)n2Cc1ccccc1	-1.8	-0.2	-1.7	0.6	-0.7	0.2	-0.8	-2.0	1.5	-8.9	-1.8
NC(=O)CSc1nnnn1-c1cccc(Cl)c1	-1.1	-0.3	-1.3	4.2	-0.5	9.4	1.2	-2.0	-0.7	1.2	1.0
COc1ccccc1N1CCN(C(=O)CN(C)S(=O)(=O)c2ccc(C)cc2)CC1	-1.1	-1.3	-0.9	1.4	-4.5	-1.1	-0.1	-0.7	0.6	2.4	-1.4
O=C(COC(=O)CN1C(=O)NC2(CCCC2)C1=O)Nc1ccc(C(F)(F)F)cc1[N+](=O)[O-]	-1.7	-0.9	-0.8	2.4	-0.8	3.8	0.2	-0.9	-1.6	-5.8	1.8
COc1ccc(C(=O)OCC(=O)c2ccc(CNC(C)=O)s2)cc1	-0.6	0.8	-0.7	2.6	-1.1	2.0	0.0	1.4	2.2	-1.2	3.1
COc1ccc(C2=NN(C(=O)c3ccco3)C(c3cccs3)C2)cc1OC (stereo unspecified)	11.6*	-1.5	-1.4	2.2	1.8	-10.6	-0.8	-2.9	-5.0	-25.6	1.2
CC(C)OCCCn1c(=N)c(C(N)=S)cc2c(=O)n3ccccc3nc21	-0.4	-0.8	-1.1	-2.3	-8.1	3.1	-1.2	0.9	2.0	-356.6	-0.8
COc1ccc(S(=O)(=O)N2CCCC2C(=O)Nc2nccs2)cc1 (stereo unspecified)	-0.9	-0.7	-1.6	1.0	-3.8	10.6	-0.1	-2.2	-1.3	3.5	-2.2
COc1ccccc1C(=O)COC(=O)c1cc(S(=O)(=O)N2CCCCC2)ccc1N1CCOCC1	-4.1	0.7	-0.9	0.1	-1.6	12.2	-0.5	0.4	1.5	-5.7	0.0
